CIT2 TOR yeast – modulators of CIT2-GFP expression in yeast, primary screen, S. cerevisiae, GFP fusion, multiplex flow cytometry, MLPCN library | S. cerevisiae CIT2-GFP strain, 3 h; 100 means same as DMSO wells | GFP response vs DMSO, % at 10 µM | 0.065% of 320,000 active | AID 2029, 2009;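 active means GFP response relative to DMSO above a set limit, near the screen mean plus 3 SD, cut at about 150% in these data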;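 further: ratio of well median GFP fluorescence to mean of DMSO wells on the plate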
GRK2 inh – compounds blocking aptamer binding on GRK2 – biochemical, human GRK2, bead flow cytometry, HTS, primary screen. Beta-adrenergic receptor kinase 1 (Homo sapiens), P25098. FAM-aptamer displacement from GRK2. inhibition of aptamer binding, % at 10 µM. 0.59% of 330,000 active. AID 488847, 2010;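 active means inhibition of aptamer binding above 40%, roughly 3 SD of noise, on plates passing a quality check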;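 further: median bead fluorescence of bound FAM aptamer so fluorescent compounds give negative values; no value below 0 was filed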
Target sequence (P25098 whole entry, looked up): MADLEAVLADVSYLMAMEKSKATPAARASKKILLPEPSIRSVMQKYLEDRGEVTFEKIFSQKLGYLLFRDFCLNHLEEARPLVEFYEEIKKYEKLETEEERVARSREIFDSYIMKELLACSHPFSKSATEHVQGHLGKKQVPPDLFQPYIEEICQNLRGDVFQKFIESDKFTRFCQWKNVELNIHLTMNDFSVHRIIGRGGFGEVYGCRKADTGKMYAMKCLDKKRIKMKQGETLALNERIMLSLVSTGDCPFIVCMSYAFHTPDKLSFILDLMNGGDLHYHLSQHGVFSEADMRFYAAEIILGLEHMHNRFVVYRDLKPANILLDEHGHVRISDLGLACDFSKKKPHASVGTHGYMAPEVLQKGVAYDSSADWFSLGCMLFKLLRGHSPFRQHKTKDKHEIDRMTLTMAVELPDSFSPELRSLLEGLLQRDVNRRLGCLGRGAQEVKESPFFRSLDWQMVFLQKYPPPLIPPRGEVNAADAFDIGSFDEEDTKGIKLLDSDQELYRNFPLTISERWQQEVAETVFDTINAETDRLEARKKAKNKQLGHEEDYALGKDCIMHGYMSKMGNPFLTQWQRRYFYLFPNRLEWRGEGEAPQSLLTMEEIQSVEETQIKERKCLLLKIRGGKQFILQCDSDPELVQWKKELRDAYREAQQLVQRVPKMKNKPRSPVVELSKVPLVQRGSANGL
MCL1-BIM inh – inhibitors of MCL1 binding to BIM-BH3, primary screen, biochemical, fluorescence polarization; AID 2057, 2009; Induced myeloid leukemia cell differentiation protein Mcl-1 (Homo sapiens), Q07820; GST-MCL1 / FITC-Bim-BH3 fluorescence polarization; 0.68% of 320,000 active; inhibition, % at 10.9 µM;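 active means inhibition above the mean inhibition of all tested compounds plus 3 SD, set per campaign, cut at about 40% in these data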;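 further: 0% = DMSO wells and 100% = unlabeled Bim-BH3 peptide control; higher means more loss of mP so more displacement of Bim peptide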
Target sequence (Q07820 whole entry, looked up): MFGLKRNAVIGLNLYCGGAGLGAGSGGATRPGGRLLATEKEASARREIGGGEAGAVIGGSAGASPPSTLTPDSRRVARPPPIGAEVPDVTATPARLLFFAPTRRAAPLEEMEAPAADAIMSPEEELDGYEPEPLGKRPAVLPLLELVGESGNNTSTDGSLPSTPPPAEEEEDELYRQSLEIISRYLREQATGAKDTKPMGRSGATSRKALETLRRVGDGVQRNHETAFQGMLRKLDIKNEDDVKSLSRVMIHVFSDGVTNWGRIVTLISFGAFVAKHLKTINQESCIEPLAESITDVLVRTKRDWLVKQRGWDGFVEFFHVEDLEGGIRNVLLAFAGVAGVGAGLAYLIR
VLA-4 inh – inhibition in human VLA-4 binding assay, primary screen, VLA-4 allosteric modulator project, MLPCN library, flow cytometry, VLA-4 expressing cells | Integrin alpha-4 (Homo sapiens), P13612 | 0.2% of 330,000 active | AID 2557, 2010 | inhibition, % (about 7 µM as worked out from the volumes in the protocol) | ligand binding flow cytometry; in the data active means inhibition above about 50%
AGP1-GFP MLPCN – modulators of AGP1-GFP expression in yeast TOR pathway, primary screen, cell-based, multiplex flow cytometry, S. cerevisiae, MLPCN library. 3 h; GFP as percent of DMSO wells. GFP response vs DMSO, % at 10 µM. 0.02% of 320,000 active. AID 2066, 2009;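 active means GFP response relative to DMSO above a set limit, near screen average plus 3 SD, cut at about 150% in these data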;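 further: median GFP channel fluorescence of the gated AGP1 strain per well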
BCLXL inh – inhibitors of human Bcl-xL, primary screen, biochemical, fluorescence polarization, HTS; AID 2129, 2009; inhibition, % at 10.9 µM; GST-Bcl-xL / FITC-Bim BH3 peptide fluorescence polarization; 0.7% of 320,000 active;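 active means inhibition above the mean of all tested compounds plus 3 SD, cutoff set per campaign, cut at about 30% in these data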;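 further: 0% = DMSO wells and 100% = unlabeled Bim-BH3 peptide competitor; inhibitors lower millipolarization by displacing the labeled peptide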
Yeast superoxide – reduction of superoxide in aged yeast, primary screen, HTS; S. cerevisiae aged cells, superoxide DHE fluorescence; hits give low values; superoxide response (% of plate mean), % at 10 µM; 0.18% of 330,000 active; AID 2690, 2010;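 active means superoxide response under a set limit, about three screen SD below normal, cut at about 65% in these data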;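 further: yeast aged for seven days with compound at 30 °C before DHE staining; 100% = average MFI of all compound-treated wells on the plate with controls excluded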
GLD-1 RNA inh – GLD-1/TGE RNA complex disruptors, primary screen, biochemical, fluorescence polarization | AID 2280, 2010 | inhibition, % at 5.96 µM | 0.44% of 320,000 active | purified GLD-1 + fluorescein TGE RNA;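 active means percent inhibition above a per-plate cutoff, the plate mean of test compounds plus 3 SD, cut at about 30% in these data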;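 further: 0% = DMSO wells with GLD-1 and probe and 100% = wells lacking GLD-1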
MEX-5 binding – MEX-5 zinc finger RNA-binding disruptors – biochemical, C. elegans, fluorescence polarization, MLPCN library, primary screen; 0.38% of 300,000 active; AID 1832, 2009; activity score (negative = inhibition of binding), % at 10 µM; MEX-5/FITC-TCR2 RNA binding; hits give low values;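 active means inhibition past about -25% in most replicates, and total fluorescence under double the plate's negative control median, limit read from the data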;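 further: 0% = DMSO and -100% = 5 µM competing unlabeled TCR2 RNA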
The depositor's hits bear a star; · = no result given.

Molecule	CIT2 TOR yeast	AGP1-GFP MLPCN	GRK2 inh	MEX-5 binding	Yeast superoxide	GLD-1 RNA inh	VLA-4 inh	MCL1-BIM inh	BCLXL inh
O=C(Nc1cnn(Cc2ccccc2)c1)c1cc2nc(-c3ccco3)cc(C(F)(F)F)n2n1	96.4	96.1	1.0	-0.6	107.3	7.3	5.8	7.0	4.9
CC1(C)CNC(=O)CC(C)(C)N1O	97.7	97.1	4.0	-0.7	89.9	9.7	10.4	3.5	2.1
O=C(Nc1ccccc1)c1ccc(S(=O)(=O)N2CCOCC2)cc1	94.7	99.5	0.0	-2.6	106.8	-5.1	-2.4	0.1	3.5
Cc1cccc(NS(=O)(=O)c2cccc(C(=O)N3CCCC(C(F)(F)F)C3)c2)c1 (centres undefined)	105.9	113.2	0.0	1.3	89.7	6.7	18.0	3.7	4.2
N#CC1=C(N)Oc2n[nH]c(-c3cccs3)c2C1c1ccncc1 (centres undefined)	96.0	95.3	4.0	2.1	83.0	5.6	-7.2	0.1	5.7
Cc1ccc(S(=O)(=O)c2nc(-c3ccccc3)oc2SCC(=O)NCC2CCCO2)cc1 (centres undefined)	104.5	101.8	0.0	-1.7	111.8	-6.1	-4.9	-3.8	-7.6
CCOc1ccc(Cl)cc1S(=O)(=O)N1CCN(c2ccc(F)cc2)CC1	81.0	98.1	3.0	0.3	94.2	-6.2	11.0	-0.4	0.2
COc1ccc(C(=O)NCCN=C2NS(=O)(=O)c3ccccc32)cc1	106.9	106.4	4.0	3.2	127.2	7.2	-5.5	-3.5	2.5
Nc1nc(-c2ccccc2)[nH]c(=O)c1N	98.9	100.7	0.0	-26.2*	100.0	18.0	15.4	12.4	12.5
Cc1ccc(CNC(=O)C(Cc2ccccc2)n2cccc2)cc1 (centres undefined)	85.4	96.9	2.0	-3.2	98.7	2.1	-2.6	1.1	10.0
O=C(CSc1nnc(-c2cccs2)n1-c1ccccc1)NCc1ccc2c(c1)OCO2	98.8	105.4	1.0	0.5	97.4	-3.4	-2.2	-3.1	-1.1
CCN(CC)S(=O)(=O)c1cccc(C(=O)N2CC(O)CC2C(=O)OC)c1 (centres undefined)	102.4	105.7	4.0	4.2	106.1	3.8	9.6	3.3	5.4
COc1ccc(C(CCNCc2ccc(OC(C)C)cc2)c2ccccc2OC)cc1 (centres undefined)	98.2	100.8	0.0	-0.1	104.7	2.1	13.8	4.0	-3.7
Cc1nc2ccccc2n1CC(O)c1ccccc1 (centres undefined)	105.9	102.7	0.0	1.8	98.2	9.9	-8.9	4.6	9.2
O=Cc1ccc(OC(=O)Cc2ccc(F)cc2)cc1	108.1	93.8	·	-0.7	103.4	-3.5	-0.7	-3.2	-1.2
Cc1ccc(-c2cc(C(=O)NCCCN3CCOCC3)c3ccc(Cl)c(C)c3n2)cc1	95.8	102.6	1.0	2.1	103.6	-2.2	15.1	-6.3	-1.6
CC(NC(=O)c1ccc(Cl)cc1Cl)C(c1ccccc1)N1CCOCC1 (centres undefined)	85.1	91.9	3.0	2.4	112.0	-7.9	0.6	-2.8	-1.4
O=C(O)COc1ccccc1C=NNC(=O)c1ccccc1NS(=O)(=O)c1cccs1	90.3	97.1	3.0	·	112.0	8.8	4.2	·	·
Cc1cc(SCCOc2ccc(Br)cc2)nc(N)n1	92.9	99.3	0.0	-0.8	90.4	-1.4	8.8	-2.8	-0.8
O=C(Cn1nnc2ccccc21)OCC(=O)c1ccccc1	89.6	·	0.0	-1.5	94.7	-3.4	4.1	2.2	1.2
COCCN1C(=S)N[C@@H](c2cccc(F)c2)C(C(=O)OC)=C1C	64.7	76.8	0.0	-0.6	104.9	3.0	39.3	-11.4	-3.4
CCn1c(SCc2cccc(OC)c2)nc2ccccc2c1=O	102.2	100.8	2.0	-0.1	126.3	9.3	-6.4	1.1	0.5
COc1cccc(/C=N\NC(=O)c2ccc(Cn3cc(Br)c([N+](=O)[O-])n3)o2)c1O	106.7	113.7	0.0	1.1	100.8	4.9	7.3	14.1	2.5
CCOC(=O)c1ccc(COC(=O)CNS(=O)(=O)c2ccccc2)cc1	101.8	104.0	0.0	2.2	96.5	2.2	2.6	1.7	3.3

Two entries picked at random from those above, as already listed:
Molecule	CIT2 TOR yeast	AGP1-GFP MLPCN	GRK2 inh	MEX-5 binding	Yeast superoxide	GLD-1 RNA inh	VLA-4 inh	MCL1-BIM inh	BCLXL inh
COc1cccc(/C=N\NC(=O)c2ccc(Cn3cc(Br)c([N+](=O)[O-])n3)o2)c1O	106.7	113.7	0.0	1.1	100.8	4.9	7.3	14.1	2.5
Cc1cc(SCCOc2ccc(Br)cc2)nc(N)n1	92.9	99.3	0.0	-0.8	90.4	-1.4	8.8	-2.8	-0.8

The list goes on:
Molecule	CIT2 TOR yeast	AGP1-GFP MLPCN	GRK2 inh	MEX-5 binding	Yeast superoxide	GLD-1 RNA inh	VLA-4 inh	MCL1-BIM inh	BCLXL inh
CC1CCCN(c2nc3c(c(=O)[nH]c(=O)n3C)n2CCCc2ccccc2)C1 (centres undefined)	104.4	99.1	0.0	-2.1	110.2	1.7	10.4	-4.3	4.2
Cc1ccc(S(=O)(=O)CCN2C=CC(C(F)(F)F)=NCC2)cc1	114.4	128.1	0.0	1.9	109.8	10.5	22.4	4.7	5.8
O=C(CCN1CCN(C/C=C/c2ccccc2)CC1)Nc1ccccc1F	110.0	98.5	1.0	-3.0	106.9	3.1	8.2	0.5	-1.0
CC(C)CC(=O)Nc1cc2nn(-c3ccccc3)nc2cc1Cl	111.2	105.7	0.0	2.6	79.9	3.3	-1.6	3.3	0.6
Cc1ccc(NC(=O)c2ccc(S(=O)(=O)N3CCOCC3)cc2)cc1	109.1	102.7	0.0	1.2	79.9	4.0	3.5	7.8	4.1
Cc1noc(C)c1C(=O)Nc1ccccc1-c1ccccc1	94.5	103.2	0.0	-0.1	124.5	2.7	9.9	3.2	2.3
COc1ccc(NC(=O)CCn2c(=O)c3cccn3c3ccccc32)cc1	101.5	98.0	1.0	-3.2	96.2	-0.1	11.6	0.2	3.2
Fc1ccc(CN2CCN(c3ncccn3)CC2)cc1	108.2	106.4	0.0	-3.7	88.9	1.2	7.3	5.6	5.5
Cc1ccc2c(c1)CCCN2C(=O)c1ccncc1	98.0	90.7	0.0	-0.8	84.2	1.1	-0.3	5.4	6.3
CCN(CC)S(=O)(=O)c1ccc2nc(CSc3nnnn3-c3ccc(O)cc3)[nH]c2c1	96.1	96.1	0.0	-1.4	75.6	2.9	-1.1	8.6	4.3
COC(=O)NNC(=O)C(C)Oc1ccc(Cl)cc1Cl (centres undefined)	107.1	105.6	3.0	2.6	89.9	7.2	5.7	2.2	4.8
COc1cc(Nc2nc3ccc(Cl)cc3n3cnnc23)cc(OC)c1OC	109.9	102.0	1.0	3.2	109.8	0.4	-2.0	-6.7	-6.0
CCOC(=O)C1=C(CSc2nc(CC)c(C)cc2C#N)OC(N)=C(C#N)C1c1ccc(OC)cc1 (centres undefined)	92.3	98.4	0.0	10.7	121.4	-39.9	-31.6	-36.3	-2.3
Oc1cc(OCc2ccccc2)ccc1-c1[nH]ncc1-c1ccccc1	93.1	100.7	1.0	0.6	102.1	4.1	-1.6	-6.6	-2.4
Cc1ccc(NC(=O)CN(C)S(=O)(=O)c2cccc3cccnc23)cc1F	86.0	94.2	0.0	0.1	133.6	4.7	19.0	-3.6	4.4
c1csc(CNc2ncnc3sccc23)c1	105.1	100.6	5.0	1.3	80.8	1.7	3.0	-2.5	2.1
Clc1cccc(Cl)c1C1=NOC(c2nnc(-c3ccccc3)o2)C1 (centres undefined)	92.1	95.0	2.0	-0.7	96.9	6.7	-3.3	-2.9	1.0
COCCCN=Cc1c(C)[nH]n(-c2ccc(Br)cc2Br)c1=O	104.7	107.9	0.0	-2.2	105.8	-5.2	13.1	3.7	1.3
COc1cccc(CNC(=O)CCC(=O)N2Cc3cccc(OC)c3Oc3ncccc32)c1OC	83.8	17.0	1.0	1.6	102.7	8.2	-11.4	-1.7	-0.8
C=CCN(CC=C)Cc1c(O)ccc2c1oc(=O)c1ccccc12	91.8	93.4	0.0	-2.0	83.0	-3.4	22.5	35.5	12.8
Cc1cccc(NS(=O)(=O)c2ccc(C)c(C(=O)OCC(=O)Nc3cc(C)on3)c2)c1	105.6	110.7	6.0	-1.1	107.2	-4.2	4.0	-15.7	-2.3
COc1ccc(-c2nnc(SCC(=O)Nc3cc(C)on3)n2N)cc1OC	98.1	102.8	0.0	0.3	129.2	-9.1	4.0	-5.0	-4.3
CC(Oc1cc2oc(=O)c3c(c2cc1Cl)CCCC3)C(=O)NCCN1CCOCC1 (centres undefined)	92.5	90.8	0.0	2.5	112.0	-6.2	-0.6	-2.5	-5.4
Nc1nc2n(n1)C(c1ccccc1)CC(c1ccc(F)cc1)N2 (centres undefined)	98.4	101.5	0.0	-2.8	103.7	2.0	1.6	0.8	1.6
CN(C)CCN1C(=O)C(=O)/C(=C(/O)c2ccc(F)cc2)C1c1ccccc1 (centres undefined)	93.6	95.8	0.0	0.3	95.6	-8.1	3.5	-1.1	0.7
COc1ccc(NC(=O)NC(C)C2CC3CCC2C3)cc1 (centres undefined)	96.9	97.7	2.0	0.5	96.4	-2.2	6.0	1.7	-1.3
CC/C(Cc1ccccc1)=N\NC(=O)c1cc(C)oc1C	105.3	95.9	1.0	2.0	105.1	3.4	-2.8	8.6	2.2
CCCOc1ccc(/C=C/C(=O)NCc2ccccc2)cc1	87.3	83.7	2.0	-0.9	79.3	-12.1	10.0	2.2	8.0
Cc1ccc(/C=N/NC(=O)Cn2nccc2C)o1	102.1	107.0	0.0	1.8	100.4	7.7	-0.4	-5.6	-1.0
Cc1ccc(OC(C)C(=O)Nc2ccc(C)c(S(=O)(=O)Nc3ccc(C)cc3C)c2)cc1 (centres undefined)	105.6	106.5	3.0	-1.9	102.8	4.6	8.0	11.9	4.3
N/C(=N\OC(=O)CCCCCN1C(=O)c2ccccc2C1=O)c1ccccn1	101.0	94.5	0.0	·	102.7	1.5	2.8	3.6	4.5
O=C(COC(=O)c1cc(-c2cccs2)nn1-c1ccccc1)Nc1ccc(Cl)c([N+](=O)[O-])c1	97.3	96.7	0.0	-0.2	111.6	5.0	-1.1	-12.2	-6.2
CC(C)COP(=O)(c1ccc(N(C)C)cc1)C(O)c1ccccn1 (centres undefined)	95.5	93.4	0.0	1.3	108.6	5.8	-6.1	2.6	-6.6
Cc1ccc(C)c2nc(SCC(=O)Nc3ccc4c(c3)OCO4)c(C#N)cc12	91.8	99.2	0.0	-8.6	93.9	-3.6	5.9	-4.5	-2.7
O=C(Nc1cccc(F)c1)N1CCC(c2ccccc2)CC1	95.6	94.6	0.0	0.1	110.7	-1.6	3.9	-7.2	-1.3
O=C(O)c1cc([N+](=O)[O-])ccc1NCCCc1ccccc1	72.4	78.5	4.0	-0.4	115.0	-2.6	-0.5	5.4	6.0

Source: PubChem BioAssay
